Screens from PubChem.
697 NFkB inh: lowers PMA/ionomycin-induced NF-kB signal in 697 B cells. 697 B-cell NF-kB luciferase reporter, 16 h. inhibition, % at 4 µM. 0.33% of 330,000 active; in the data active means inhibition above about 35%
Gli-Sufu antag: blocks Gli-Sufu signaling in a luciferase reporter. inhibition, % at 5 µM. Sufu-KO-LIGHT fibroblasts, Gli luciferase reporter luminescence. 0.74% of 340,000 active;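 active means inhibition above about 55%, limit read from the data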;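 further: 0% = DMSO-treated cells and 100% = wells with medium but no cells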
Jurkat NFkB inh: inhibitors of the PMA/ionomycin-induced NF-kB reporter in Jurkat cells; 0.53% of 330,000 active; PMA/ionomycin-induced NF-kB luciferase reporter, luminescence; inhibition, % at 4 µM; in the data active means inhibition above about 50%
APJ antagonist: blocks the human apelin receptor APJ; AID 2521; inhibition, % at 20 µM; 0.32% of 330,000 active; CHO-K1 APJ beta-arrestin complementation, luminescence;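 active means inhibition above about 40% at 20 µM, limit read from the data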;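 further: cells challenged with 10 nM apelin-13 agonist together with compound; plate controls were apelin-13 plus DMSO wells for no effect and DMSO wells lacking apelin-13 for full effect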
Target sequence (P35414 whole entry, looked up): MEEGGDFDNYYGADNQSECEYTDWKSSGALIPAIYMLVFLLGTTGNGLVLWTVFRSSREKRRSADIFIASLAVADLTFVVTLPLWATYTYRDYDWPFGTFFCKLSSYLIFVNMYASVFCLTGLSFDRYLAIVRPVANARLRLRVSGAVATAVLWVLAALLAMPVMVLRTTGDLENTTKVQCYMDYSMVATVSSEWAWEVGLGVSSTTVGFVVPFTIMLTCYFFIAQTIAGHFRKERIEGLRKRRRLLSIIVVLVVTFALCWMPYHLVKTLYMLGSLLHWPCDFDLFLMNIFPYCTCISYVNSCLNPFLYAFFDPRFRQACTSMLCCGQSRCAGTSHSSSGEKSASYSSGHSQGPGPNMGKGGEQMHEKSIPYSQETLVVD
UBC13 polyUb: blocks human UBC13 polyubiquitin chain formation | P61088 | TR-FRET | inhibition, % at 20 µM | 0.47% of 330,000 active | AID 485273; in the data active means inhibition above about 45%, passing the limit was not always enough
Target sequence (P61088 whole entry, looked up): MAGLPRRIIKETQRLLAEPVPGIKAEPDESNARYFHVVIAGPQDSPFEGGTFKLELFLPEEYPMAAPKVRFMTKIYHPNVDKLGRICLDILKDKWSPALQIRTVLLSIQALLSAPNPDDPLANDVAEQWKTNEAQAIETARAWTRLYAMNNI
CCR6 antag: blocks CCL20-driven beta-arrestin recruitment at human CCR6 | CHO-K1 CCR6 PathHunter beta-arrestin, luminescence, CCL20-stimulated | 0.49% of 340,000 active | AID 493098 | inhibition, % at 20 µM | P51684;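 active means compounds whose inhibition of the agonist-driven luminescence signal at 20 µM reaches about 50%, limit read from the data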;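 further: cells stimulated with CCL20 at 14 nM final; plate controls were DMSO with CCL20 for no effect and DMSO without agonist for full effect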
Target sequence (P51684 whole entry, looked up): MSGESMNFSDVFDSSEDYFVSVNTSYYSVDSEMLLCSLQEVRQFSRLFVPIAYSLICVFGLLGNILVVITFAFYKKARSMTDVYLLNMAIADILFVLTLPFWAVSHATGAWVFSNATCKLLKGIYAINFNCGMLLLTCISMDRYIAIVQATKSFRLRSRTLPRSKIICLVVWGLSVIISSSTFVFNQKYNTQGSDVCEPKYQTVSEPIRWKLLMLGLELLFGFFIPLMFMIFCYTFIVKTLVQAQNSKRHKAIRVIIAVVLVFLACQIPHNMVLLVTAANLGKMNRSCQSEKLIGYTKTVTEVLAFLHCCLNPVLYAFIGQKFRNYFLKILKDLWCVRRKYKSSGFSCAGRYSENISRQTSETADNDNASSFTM
EBI2 block: blocks human EBI2 receptor beta-arrestin signaling; AID 651636; EBI2 beta-arrestin recruitment, luminescence, 7a,25-OHC stimulated; 0.81% of 360,000 active; inhibition, % at 5 µM; in the data active means inhibition above about 38%;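 further: enzyme fragment complementation signal reports receptor beta-arrestin coupling in cells; 0% = agonist plus DMSO wells and 100% = wells without agonist; some results beyond the cut were filed as inactive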
CXCR6 block: CXCR6 (human) receptor inhibition. CHO-K1 PathHunter CXCR6 beta-arrestin, luminescence. inhibition, % at 20 µM. 0.36% of 360,000 active. AID 602244; in the data active means inhibition above about 34%, passing the limit was not always enough;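 further: antagonist mode with CXCL16 agonist at 10 nM final; 0% = 10 nM CXCL16 with DMSO and 100% = unstimulated wells without agonist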
* = called active by the depositor.

Results for CC(C)(CO)CNC(=O)c1ccc(OC2CCN(C(=O)C3CC3)CC2)cc1 ?
697 NFkB inh: 12; Gli-Sufu antag: 11; Jurkat NFkB inh: 8; APJ antagonist: -25; UBC13 polyUb: -3; CCR6 antag: 7; EBI2 block: -17; CXCR6 block: 8

Results for CCOC(=O)/C(C#N)=C1\C(=O)N(Cc2ccccc2)c2ccccc21 ?
697 NFkB inh: -5; Gli-Sufu antag: 0; Jurkat NFkB inh: -34; APJ antagonist: -19; UBC13 polyUb: -5; CCR6 antag: 14; EBI2 block: -22; CXCR6 block: -8

Results for CCCOc1ccc(-c2c(C(=O)N/N=C/c3ccsc3)nnn2-c2nonc2N)cc1 ?
697 NFkB inh: 19; Gli-Sufu antag: 1; Jurkat NFkB inh: -7; APJ antagonist: -17; UBC13 polyUb: 4; CCR6 antag: 12; EBI2 block: 6; CXCR6 block: 10

What do the screens show for `Cn1c(C2=C(O)CN(Cc3ccccc3)C2=N)nc2ccccc21`?
697 NFkB inh: 9; Gli-Sufu antag: -11; Jurkat NFkB inh: -24; APJ antagonist: -6; UBC13 polyUb: 14; CCR6 antag: 4; EBI2 block: 0; CXCR6 block: -15

What do the screens show for `COc1ccc(/C=C(/NC(=O)c2ccccc2)C(=O)NCc2ccncc2)cc1`?
697 NFkB inh: 13; Jurkat NFkB inh: 5; APJ antagonist: -10; UBC13 polyUb: -10; CCR6 antag: 12; EBI2 block: -15; CXCR6 block: -4

Results for Cc1cc(C)n(CC(O)COc2ccccc2C)n1 (stereo unspecified) ?
697 NFkB inh: 7; Gli-Sufu antag: 1; Jurkat NFkB inh: -8; APJ antagonist: 18; UBC13 polyUb: -7; CCR6 antag: 2; EBI2 block: 3; CXCR6 block: 1

What do the screens show for `CC(C)NC(=O)C1(N2C(=O)c3ccccc3C2=O)CCCC1`?
Gli-Sufu antag: -16; CCR6 antag: 2; EBI2 block: -2; CXCR6 block: -12

Results for CCc1nnc(NC(=O)CSCc2cc(=O)n3cc(C)sc3n2)s1 ?
697 NFkB inh: 5; Gli-Sufu antag: 4; Jurkat NFkB inh: 4; APJ antagonist: 27; UBC13 polyUb: -4; CCR6 antag: -8; EBI2 block: -3; CXCR6 block: -10

What do the screens show for `COc1cc2nc(COc3ccccc3[N+](=O)[O-])oc(=O)c2cc1OC`?
697 NFkB inh: 9; Gli-Sufu antag: -6; Jurkat NFkB inh: 2; APJ antagonist: -6; UBC13 polyUb: -6; CCR6 antag: 17; EBI2 block: 11; CXCR6 block: -2

Results for O=C(NCc1n[nH]c(=S)n1Cc1ccccc1)c1ccc(Cl)cc1Cl ?
697 NFkB inh: -10; Gli-Sufu antag: -8; Jurkat NFkB inh: -12; APJ antagonist: 4; UBC13 polyUb: -10; CCR6 antag: -5; EBI2 block: -4; CXCR6 block: -5

How did CCOc1cc(-c2nccc3cc(OC)c(OC)cc23)cc(OCC)c1OCC do in these assays?
697 NFkB inh: 1; Gli-Sufu antag: -9; Jurkat NFkB inh: -8; APJ antagonist: 8; UBC13 polyUb: 4; CCR6 antag: 0; EBI2 block: 12; CXCR6 block: -3

Results for CCOc1ccc(N(CC(=O)N2CCCCC2)S(=O)(=O)c2ccc(Cl)cc2)cc1 ?
697 NFkB inh: 12; Gli-Sufu antag: -9; Jurkat NFkB inh: 17; APJ antagonist: 3; UBC13 polyUb: 5; CCR6 antag: 6; EBI2 block: 1; CXCR6 block: 11

How did COc1ccc(N(CC(=O)N2CCN(c3cccc(Cl)c3)CC2)S(=O)(=O)c2c(C)noc2C)cc1 do in these assays?
697 NFkB inh: -2; Gli-Sufu antag: 16; Jurkat NFkB inh: 1; APJ antagonist: 0; UBC13 polyUb: 3; CCR6 antag: 14; EBI2 block: 19; CXCR6 block: 19

What do the screens show for `COC(=O)c1ccc(CSc2nccn2C)cc1`?
697 NFkB inh: -16; Gli-Sufu antag: -25; Jurkat NFkB inh: -12; APJ antagonist: 0; UBC13 polyUb: 5; CCR6 antag: 6; EBI2 block: -13; CXCR6 block: 7

What do the screens show for `Cc1cc(C)c(CN2CCN(C(=O)Cn3ccc(N)nc3=O)CC2)c(C)c1`?
697 NFkB inh: 3; Gli-Sufu antag: -2; Jurkat NFkB inh: -5; APJ antagonist: 6; UBC13 polyUb: -4; CCR6 antag: 3; EBI2 block: 6; CXCR6 block: 13

What do the screens show for `CC(=O)N/C(=C\c1ccccc1)C(=O)OCc1cccc(S(=O)(=O)N(C)C)c1`?
Gli-Sufu antag: 6; CCR6 antag: 6; EBI2 block: -11; CXCR6 block: 3

Results for COC(=O)c1ccc(CNC(=O)c2ccc(OCC(=O)N3CCOCC3)c(OC)c2)cc1 ?
697 NFkB inh: -2; Gli-Sufu antag: -1; Jurkat NFkB inh: 4; APJ antagonist: 15; UBC13 polyUb: -5; CCR6 antag: -5; EBI2 block: 4; CXCR6 block: -2

What do the screens show for `Oc1ccc(Cl)cc1CNn1cnnc1`?
697 NFkB inh: 13; Gli-Sufu antag: 1; Jurkat NFkB inh: 4; APJ antagonist: 19; UBC13 polyUb: -6; CCR6 antag: 10; EBI2 block: -9; CXCR6 block: -14

How did Clc1cccc(Cl)c1CN1CCN(c2ncccn2)CC1 do in these assays?
697 NFkB inh: -10; Gli-Sufu antag: 3; Jurkat NFkB inh: 3; APJ antagonist: 1; UBC13 polyUb: -5; CCR6 antag: 14; EBI2 block: 3; CXCR6 block: 1

What do the screens show for `O=C(NC(Cc1ccccc1)C(=O)O)C1CCN(S(=O)(=O)c2cccc(C(F)(F)F)c2)CC1` (stereo unspecified)?
697 NFkB inh: 2; Gli-Sufu antag: -2; Jurkat NFkB inh: -41; APJ antagonist: 10; UBC13 polyUb: -3; CCR6 antag: 5; EBI2 block: 0; CXCR6 block: 0

What do the screens show for `CCCCOc1ccccc1NC(=O)c1scc2c1OCCO2`?
Gli-Sufu antag: 56*; CCR6 antag: 16; EBI2 block: 8; CXCR6 block: 3

Results for COc1ccc(C)cc1NC(=O)CN1CCN(S(=O)(=O)c2ccc(Cl)cc2)CC1 ?
697 NFkB inh: 10; Gli-Sufu antag: 4; Jurkat NFkB inh: 4; APJ antagonist: 9; UBC13 polyUb: -2; CCR6 antag: -2; EBI2 block: 22; CXCR6 block: 4

Results for CN(CCO)CCOCCOc1cccc2ccccc12 ?
697 NFkB inh: 20; Gli-Sufu antag: 14; Jurkat NFkB inh: 16; APJ antagonist: -16; UBC13 polyUb: -7; CCR6 antag: -8; EBI2 block: -2; CXCR6 block: -6

How did COc1ccc(S(=O)(=O)N(C)c2ccc(C(=O)N3CCCCC3)cc2)cc1OC do in these assays?
697 NFkB inh: -9; Gli-Sufu antag: 30; Jurkat NFkB inh: 19; APJ antagonist: -12; UBC13 polyUb: -7; CCR6 antag: 9; EBI2 block: -4; CXCR6 block: -16

What do the screens show for `O=C1c2cccnc2C(Nc2ccccc2Br)N1Cc1ccco1` (stereo unspecified)?
697 NFkB inh: 8; Gli-Sufu antag: 19; Jurkat NFkB inh: -4; APJ antagonist: -13; UBC13 polyUb: -1; CCR6 antag: 2; EBI2 block: -5; CXCR6 block: -2

How did COc1cc(CC(=O)OCC(=O)NC(C)c2ccccc2)cc(OC)c1OC (stereo unspecified) do in these assays?
697 NFkB inh: 8; Gli-Sufu antag: -8; Jurkat NFkB inh: -2; APJ antagonist: -10; UBC13 polyUb: -3; CCR6 antag: 22; EBI2 block: -4; CXCR6 block: 12

Results for COc1cc(CN2CCCCCC2)cc(Br)c1O ?
697 NFkB inh: -3; Gli-Sufu antag: 2; Jurkat NFkB inh: 3; APJ antagonist: 15; UBC13 polyUb: 3; CCR6 antag: 14; EBI2 block: 2; CXCR6 block: -4

What do the screens show for `Cc1ccc2oc(=O)n(Cc3ccc(OC(C)C)cc3)c2c1`?
697 NFkB inh: -7; Gli-Sufu antag: -8; Jurkat NFkB inh: -8; APJ antagonist: 4; UBC13 polyUb: 4; CCR6 antag: 3; EBI2 block: 3; CXCR6 block: 2

What do the screens show for `O=C(Nc1ccc(F)cc1F)Nc1ccccc1C(=O)NCCN1CCNC1=O`?
697 NFkB inh: -8; Gli-Sufu antag: 11; Jurkat NFkB inh: -3; APJ antagonist: 2; UBC13 polyUb: -1; CCR6 antag: 10; EBI2 block: 3; CXCR6 block: 3

What do the screens show for `COC(=O)c1ccc(OCC2c3cc(OC)c(OC)cc3CCN2C(C)=O)cc1` (stereo unspecified)?
697 NFkB inh: -28; Gli-Sufu antag: 10; Jurkat NFkB inh: 25; APJ antagonist: -4; UBC13 polyUb: -5; CCR6 antag: 0; EBI2 block: -11; CXCR6 block: -1

How did CCOC(=O)C1=NOC2C3CC(C12)C1C(=O)N(CCc2ccc(OC)c(OC)c2)C(=O)C31 (stereo unspecified) do in these assays?
697 NFkB inh: 12; Gli-Sufu antag: -3; Jurkat NFkB inh: 17; APJ antagonist: -7; UBC13 polyUb: 1; CCR6 antag: 1; EBI2 block: -6; CXCR6 block: 3

What do the screens show for `Cc1ccccc1OCC(=O)N/N=C/c1cccc(Oc2ccc([N+](=O)[O-])cc2[N+](=O)[O-])c1`?
697 NFkB inh: 4; Gli-Sufu antag: -1; Jurkat NFkB inh: 13; APJ antagonist: 27; UBC13 polyUb: -8; CCR6 antag: 9; EBI2 block: 1; CXCR6 block: -26

How did O=C(Nc1ccc2nsnc2c1)c1cccs1 do in these assays?
697 NFkB inh: 6; Gli-Sufu antag: 22; Jurkat NFkB inh: -9; APJ antagonist: 0; UBC13 polyUb: 9; CCR6 antag: 9; EBI2 block: -2; CXCR6 block: 0

How did C=CCc1cccc2cc(C(=O)NC)c(=O)oc12 do in these assays?
697 NFkB inh: 15; Gli-Sufu antag: 0; Jurkat NFkB inh: 4; APJ antagonist: -8; UBC13 polyUb: -3; CCR6 antag: -3; EBI2 block: -8; CXCR6 block: -1

Results for Cc1ccc(N(CC(=O)N2CCc3ccccc32)S(=O)(=O)c2cccs2)cc1 ?
697 NFkB inh: -9; Gli-Sufu antag: -1; Jurkat NFkB inh: 3; APJ antagonist: 22; UBC13 polyUb: -2; CCR6 antag: 11; EBI2 block: 9; CXCR6 block: -2

How did Cn1ncc(C(=O)Nc2ccc(Cl)cc2)c1C(F)(F)F do in these assays?
697 NFkB inh: -8; Gli-Sufu antag: 13; Jurkat NFkB inh: 1; APJ antagonist: 9; UBC13 polyUb: -6; CCR6 antag: 2; EBI2 block: -1; CXCR6 block: -10

By substructure: those above containing bromine (two)
What do the screens show for `O=C1c2cccnc2C(Nc2ccccc2Br)N1Cc1ccco1` (stereo unspecified)?
697 NFkB inh: 8; Gli-Sufu antag: 19; Jurkat NFkB inh: -4; APJ antagonist: -13; UBC13 polyUb: -1; CCR6 antag: 2; EBI2 block: -5; CXCR6 block: -2

Results for COc1cc(CN2CCCCCC2)cc(Br)c1O ?
697 NFkB inh: -3; Gli-Sufu antag: 2; Jurkat NFkB inh: 3; APJ antagonist: 15; UBC13 polyUb: 3; CCR6 antag: 14; EBI2 block: 2; CXCR6 block: -4

(cont.)
What do the screens show for `CC(=O)c1cccc(OCc2cc(C(=O)NC3CCN(Cc4ccccc4)CC3)no2)c1`?
697 NFkB inh: -23; Gli-Sufu antag: 36; Jurkat NFkB inh: 25; APJ antagonist: 1; UBC13 polyUb: 6; CCR6 antag: 8; EBI2 block: 5; CXCR6 block: 9

Results for O=CNc1ccc2c3c(cccc13)-c1ccccc1-2 ?
Gli-Sufu antag: -18; CCR6 antag: -19; EBI2 block: -26; CXCR6 block: -20

Results for CN(c1ccc(C(=O)NCC2CCCO2)cc1)S(C)(=O)=O (stereo unspecified) ?
697 NFkB inh: 0; Gli-Sufu antag: -6; Jurkat NFkB inh: 9; APJ antagonist: -10; UBC13 polyUb: -3; CCR6 antag: 7; EBI2 block: -5; CXCR6 block: -1

What do the screens show for `COc1ccc(C(=O)NCC(=O)N2CCCCC2)cc1OC`?
697 NFkB inh: -1; Gli-Sufu antag: -5; Jurkat NFkB inh: -7; APJ antagonist: -3; UBC13 polyUb: 4; CCR6 antag: 11; EBI2 block: 1; CXCR6 block: -3

Results for CCC(=O)Nc1ccc(NC(=O)c2ccc3c(c2)OCO3)cc1 ?
697 NFkB inh: 19; Gli-Sufu antag: 2; Jurkat NFkB inh: 5; APJ antagonist: 18; UBC13 polyUb: -1; CCR6 antag: -11; EBI2 block: 7; CXCR6 block: 3
